# Screening results from PubChem BioAssay.
# SRC1 TRFRET art = TR-FRET detection interference compounds, primary screen, artefact control for PPARgamma SRC-1 recruitment agonists, biochemical, TR-FRET emission ratio. 99,000 compounds, 0.34% hits. TR-FRET detection artefact counter-screen; stronger effect = higher value. TR-FRET ratio at 8 µM; in the data active means TR-FRET ratio above about 2300; further: inactives centre near 1800
# SRC3 TRFRET art = TR-FRET detection interference compounds, artefact control for PPARgamma SRC-3 recruitment agonists, biochemical, TR-FRET ratio | TR-FRET artefact counter-screen, PPARgamma/SRC-3 format; stronger effect = higher value | TR-FRET ratio at 8 µM | 99,000 compounds, 0.39% hits | AID 1048, 2008; in the data active means TR-FRET ratio above about 2000; further: inactives centre near 1600
# Numbers without * were called inactive. An excerpt; count on the stated rates, not on these rows.
# The line under a structure holds: SRC1 TRFRET art, SRC3 TRFRET art
> Cc1cc(N2CCN(C)CC2)nc2ccc(NC(=S)N3CCN(c4ccc(Cl)cc4)CC3)cc12
 : 2027, 1630
> CC(C)(C)N/N=C/c1cc(Cl)cc([N+](=O)[O-])c1O
 : 1890, 1499
> CC1CN(C(=O)N2CCCCC2)CCN1C(=O)N1CCCCC1 (stereo not drawn)
 : 1847, 1478
> N/C(=N\OC(=O)Cc1ccccc1[N+](=O)[O-])c1cccnc1
 : 1498, 1490
> CCCCC(=O)N/N=C(\C)c1cccc(NC(=O)C2CC2)c1
 : 1645, 1556
> Cc1ccc(NC(=O)CCc2nc3ccccc3s2)c(O)c1
 : 1538, 1446
> COc1ccc(C(=O)NCCSc2ccccc2)cc1
 : 1905, 1629
> NS(=O)(=O)c1ccc(NC(=O)Nc2ccc(Cl)cc2)cc1
 : 1678, 1592
> O=C(Nc1ncn[nH]1)c1ccc(Cl)cc1Cl
 : 1512, 1673
> CCc1cccc(CC)c1NC(=S)NCc1ccc2[nH]c(C)cc2c1
 : 1794, 1616
> O=C(/C=C/c1ccccc1Cl)c1ccc[nH]1
 : 1938, 1726
> CC1=CC=CC2=NC(=O)CC(C)(C(=O)O)N12 (stereo not drawn)
 : 1898, 1597
> N=c1c(C(=O)NCc2ccc3c(c2)OCO3)cc2c(=O)n3ccccc3nc2n1Cc1cccnc1
 : 1975, 1550
> CN(C)C(CNc1ccc([N+](=O)[O-])cc1C#N)c1ccccc1 (stereo not drawn)
 : 1458, 1339
> N#Cc1ccc(C(=O)Nc2nc(SCc3ccc(Cl)cc3)n[nH]2)cc1
 : 2121, 1598
> COc1ccc(C(=O)NCc2ccc3c(c2)OCO3)cc1S(=O)(=O)N(C)Cc1ccccc1
 : 1983, 1785
> CCc1ccc2nc(N3C(=O)c4oc5ccccc5c(=O)c4C3c3ccc(OC)c(OC)c3)sc2c1 (stereo not drawn)
 : 1819, 1551
> CC(C)c1ccc(/C=C/C(=O)Nc2nn[nH]n2)cc1
 : 1636, 1398
> N/C(=N\OC(=O)CC1CCCCC1)c1ccncc1
 : 1828, 1490
> CCC(O)(CC)C(=O)NN(C(=O)Nc1csc2c1CCCC2)c1ccccc1
 : 1990, 1568
> Cn1cccc1Cc1nnc(SCC(=O)Nc2ccccc2)n1-c1ccc(F)cc1
 : 1894, 1546
> Cc1cccc(Nc2c3c(nc4ncnn24)CCC3)c1
 : 1845, 1768
> CCCCn1c(SCC(=O)c2ccccc2)nc2ccsc2c1=O
 : 1860, 1537
> Fc1ccc(C(CNC(=S)NC2CCCCC2)N2CCOCC2)cc1 (stereo not drawn)
 : 2055, 1400
> Cc1nnc(SCC(=O)NC2CCCCC2)n1C1CCCCC1
 : 1854, 1610
> CC(C(=O)Nc1cc([N+](=O)[O-])ccc1Cl)N1CCN(c2ccc(O)cc2)CC1 (stereo not drawn)
 : 1950, 1454
> CC(C)(C)NC(=O)NC(=O)CN1CCN(c2ccccc2)CC1
 : 1496, 1530
> O=C(COC(=O)CN1C(=O)C2CCCCC2C1=O)NC1CCS(=O)(=O)C1 (stereo not drawn)
 : 1883, 1719
> CCOC(=O)c1ccc(NC(=S)NN2CCOCC2)cc1
 : 1615, 1472
> CCN1CCC(NC(=O)Nc2ccc(F)cc2)CC1
 : 1713, 1532
> Cn1c(=O)c([N+](=O)[O-])c(NCC(O)c2ccccc2)c2ccccc21 (stereo not drawn)
 : 1644, 1596
> COc1ccc(-c2noc(CCC(=O)NCCCN3CCN(c4ccccc4F)CC3)n2)cc1
 : 1869, 1642
> COc1cc(NC(=O)COc2ccc(Cl)cc2)ccc1-c1cc2ccccc2oc1=O
 : 1772, 1470
> CN1C(=O)C(N=Nc2ccccc2C(=O)O)N(C)C1=S (stereo not drawn)
 : 1888, 1622
> CC(C)c1ccc(NC(=S)NN2C(C)CCCC2C)cc1 (stereo not drawn)
 : 1633, 1607
> O=C(Cc1ccccc1)Nc1ccc2oc(-c3ccncc3)nc2c1
 : 1883, 1625
> Cc1cc(OC(F)F)ccc1NC(=O)Nc1ccc([N+](=O)[O-])cc1
 : 1851, 1409
> CCN(CC)S(=O)(=O)c1cc(C(=O)OCC(=O)Nc2ccc(-c3nc4ccc(C)cc4s3)cc2)ccc1F
 : 1732, 1603
> Cc1ccc(C(C(=O)NC2CCCCC2)N2CCCC2)cc1 (stereo not drawn)
 : 1670, 1605
> COc1ccc(/C=C/C(=O)c2cc3cccc(OC)c3oc2=O)cc1
 : 1753, 1600
> COc1cc(C)ccc1OCCCCOc1ccccc1C(C)=O
 : 1858, 1499
> COc1cc(NC(=O)COC(=O)CNC(=O)c2ccc(Cl)cc2)c(C)cc1[N+](=O)[O-]
 : 2099, 1643
> O=C(Nc1ccc(Cl)cc1)N1CCC(c2ccccc2)C1 (stereo not drawn)
 : 1970, 1478
> CCN(CC)C(=O)Nc1ccc(Br)cc1
 : 1908, 1593
> N#CC1=C(N)Nc2ncnn2C1c1ccccc1 (stereo not drawn)
 : 2177, 1645
> Cc1cc(NC(=O)c2cc(-c3ccc(C)c(C)c3)nc3ccccc23)no1
 : 1833, 1825
> CCN(Cc1ccccc1)C(=O)COC(=O)c1cc(=O)[nH]c2ccccc12
 : 1785, 1603
> CNc1nc(N)c(C(=O)Nc2cc(C)on2)s1
 : 1720, 1420
> c1ccc(Oc2ncnc3sccc23)cc1
 : 1916, 1404
> COCCNC(=O)c1ccccc1NC(=O)c1cc(OC)cc(OC)c1
 : 1806, 1576
> CNC(=O)COC(=O)Cc1ccc(Cl)cc1
 : 1705, 1519
> Cc1nc(Cl)sc1C(=O)Nc1cccc2ccccc12
 : 1748, 1549
> Clc1ncc(Cn2cccn2)s1
 : 1805, 1485
> COc1ccc(NC(=O)CC2SC(=N)N(c3ccccc3)C2=O)c(OC)c1 (stereo not drawn)
 : 1532, 1440
> CCOc1ccccc1NC(=O)Nc1ccc(Br)cc1C
 : 1598, 1464
> CC(C(=O)NC1CC(C)(C)NC(C)(C)C1)c1ccc([N+](=O)[O-])cc1 (stereo not drawn)
 : 1701, 1349
> O=C(O)/C=C/c1ccc(O)c(O)c1
 : 1934, 1922
> C/C=C/c1ccc(OCC(=O)NCc2ccccc2OC)c(OC)c1
 : 1992, 1490
> COc1cccc(NC(=O)c2nn(-c3ccc(OC)cc3OC)c(=O)c3ccccc23)c1
 : 1577, 1417
> O=C(NCCC1=CCCCC1)C(=O)NCc1ccncc1
 : 1842, 1592

# The list continues.
# The line under a structure holds: SRC1 TRFRET art, SRC3 TRFRET art
> CN(NC(=O)c1ccccc1F)c1nc(C(F)(F)F)nc2ccccc12
 : 1611, 1407
> COc1ccc(C(=O)O)cc1N1C(=O)Nc2ccccc2N1O
 : 1856, 1574
> O=C(CN1C2=NCCCN2c2ccccc21)c1ccc(Cl)cc1Cl
 : 1723, 1493
> CCC(CC)c1nc2ccccc2c(=O)[nH]1
 : 1824, 1729
> CN(C)c1cc(N/N=C/c2ccc(Cl)cc2)nc(N(C)C)n1
 : 1880, 1460
> CC(=O)Nc1cccc(NC(=O)c2ccc(C(=O)Nc3cccc(NC(C)=O)c3)nc2)c1
 : 1702, 1599
> O=C(Nc1ccc(Cl)c(Cl)c1)Nc1ccc(Br)cc1F
 : 1608, 1473
> CC(C(=O)N1CCOCCOCCOCCOCCOCC1)N1C(=O)c2ccccc2C1=O (stereo not drawn)
 : 1754, 1672
> Cc1ccc(NC(=S)N(CCCN2CCCC2)Cc2cccn2Cc2ccc(Cl)cc2)cc1
 : 2069, 1634
> COc1cccc(CNC(=O)CCC2CCCN(Cc3cc4ccccc4o3)C2)c1 (stereo not drawn)
 : 1820, 1808
> CC1CCN(S(=O)(=O)c2ccc3nc(-c4ccccn4)cc(C(=O)NCCN(C)Cc4ccccc4)c3c2)CC1
 : 1586, 1337
> O=C(CSC1CC(=O)N(c2ccc(C(=O)O)cc2)C1=O)Nc1ccc(Cl)cc1 (stereo not drawn)
 : 1603, 1561
> CCC(=O)Nc1nc2c(c(=O)[nH]1)CCCC2
 : 1719, 1541
> COC(=O)c1cn(Cc2cccnc2)c(=O)c2ccccc12
 : 1708, 1677
> CC(=O)OCC#CCSc1nc2ccccc2n1C
 : 1659, 1403
> CCOC(=O)c1c(CSc2nc(C)cc(C)c2C#N)n(C)c2cc(Br)c(OC(C)=O)cc12
 : 1518, 1602
> CCOC(=O)c1c(NC(=O)CN2C(=O)NC3(CCC(C)CC3)C2=O)sc(C)c1-c1ccc(C)cc1 (stereo not drawn)
 : 1579, 1609
> CCN(CC)c1ccc(NC(=O)C2CC(=O)N(Cc3ccccc3)C2)cc1 (stereo not drawn)
 : 1930, 1659
> Cc1cccc(C(=O)N[C@H](C(=O)Nc2nccs2)C(C)C)c1
 : 1715, 1578
> NS(=O)(=O)c1ccc(CCNC(=O)c2cc(-c3ccccn3)nc3ccc(Br)cc23)cc1
 : 2153, 2530*
> CN(C)c1ccc([C@@H]2[C@@H]([N+](=O)[O-])[C@H]3C=Cc4ccccc4N3[C@H]2C(=O)c2ccc(Cl)cc2)cc1
 : 1549, 1611
> CC(=O)NC(CCS(C)(=O)=O)C(=O)Nc1c(C)cccc1C (stereo not drawn)
 : 1734, 1420
> CC(=O)c1c(C)[nH]c(C(=O)OCc2ccc(F)cc2Cl)c1C
 : 1618, 1429
> O=C(Nc1ccccc1N1CCOCC1)c1cccnc1Cl
 : 1910, 1576
> O=C(CSCc1ccccc1)N/N=C/c1cc2c(cc1Br)OCO2
 : 1937, 1451
> Cc1nn2c(-c3ccncc3)ccnc2c1Cl
 : 1748, 1740
> CC(=O)c1c(C)[nH]c(C(=O)NCCc2ccc(Cl)cc2)c1C
 : 1873, 1781
> Cc1ccc(C(=O)n2nc(-n3cccc3)c3c(C)cc(C)nc32)cc1
 : 1839, 1364
> COc1ccc(NC(=O)CCCc2c[nH]c3ccccc23)cc1OC
 : 1776, 1609
> CC[n+]1c(-c2ccc(C)cc2)csc1Nc1c(C)n(C)n(-c2ccccc2)c1=O
 : 1884, 1789
> CC(C)(C)c1ccc(OCC(=O)N/N=C/c2ccsc2)cc1
 : 1768, 1437
> CCC(O)(c1ccc(OC)cc1)C(CN1CCOCC1)c1ccccc1 (stereo not drawn)
 : 1868, 1471
> Cc1ccc(S(=O)(=O)N2CCC(=O)N(C(COCc3cccc(C)c3)C(C)C)CC2)cc1 (stereo not drawn)
 : 1958, 1454
> CCOC(=O)Cn1cc(C(=O)C(C)(C)C)c2ccccc21
 : 1755, 1679
> Cc1onc(-c2ccccc2)c1C(=O)Nc1ccc2c(C)cc(=O)oc2c1
 : 2135, 1623
> C=CCNC(=O)c1ccccc1NC(=O)c1ccccc1N(C)S(C)(=O)=O
 : 1759, 1597
> CC(Oc1ccccc1Cl)C(=O)N(Cc1ccco1)C1CCS(=O)(=O)C1 (stereo not drawn)
 : 1792, 1464
> Cc1nn(C)c(C(=O)N/N=C/c2cc3c(cc2Br)OCO3)c1Br
 : 1615, 1621
> O=C(Nc1cccc(Cl)c1)OCCN1CCN(Cc2ccccc2)CCC1=O
 : 1782, 1480
> CSc1ccc(CN2CCCC(CNC(=O)c3ccc(F)cc3)C2)cc1 (stereo not drawn)
 : 1936, 1514
> Cc1ccc(S(=O)(=O)NN2C(=O)c3ccccc3NC2c2ccccn2)cc1 (stereo not drawn)
 : 1597, 1443
> Cc1cc(C)c(C2=CSC3=NS(=O)(=O)CCN23)c(C)c1
 : 1971, 1611
> COc1ccc(OC)c(NC(=O)c2cccnc2Sc2cc(C)ccc2C)c1
 : 1833, 1747
> Cn1cc([N+](=O)[O-])c(C(=O)NCc2cc3ccccc3[nH]2)n1
 : 1661, 1509
> COc1ccc(NC(=O)c2cccc([N+](=O)[O-])c2)cc1
 : 1792, 1554
> COc1ccc(/C=C\C(=O)Oc2cccc(/C=N/NC(=O)Cc3ccc(OC)c(OC)c3)c2)cc1
 : 2049, 1696
> N#CC(C#N)=C1C=CC=CN1/C(=C\c1ccco1)C(=O)c1ccc(-c2ccccc2)cc1
 : 1831, 1712
> CC(=O)c1c(C)[nH]c(C(=O)CSc2nnc(-c3ccco3)o2)c1C
 : 1872, 1786
> Cc1ccc(NC(=O)CSc2nnc(-c3cccnc3)s2)cc1
 : 2109, 1522
> COc1ccc2c(C)cc(Sc3nnnn3-c3ccccc3)nc2c1
 : 1760, 1629
> CC1(C)CNc2cc([N+](=O)[O-])ccc2S1
 : 2044, 1794
> Cn1nnnc1SC(C(=O)Nc1ccc(F)cc1)c1ccccc1 (stereo not drawn)
 : 1717, 1501
> CCNc1ccc(S(N)(=O)=O)cc1[N+](=O)[O-]
 : 1711, 1512
> CC(=O)c1c(C)[nH]c(C(=O)OCC(=O)Nc2cc(C)on2)c1C
 : 1852, 1744
> O=C(C1CCCO1)N1CCN(c2ccccn2)CC1 (stereo not drawn)
 : 1845, 1752
> COc1ccc(NC(=O)c2ccc(OCc3c(C)noc3C)c(OC)c2)cn1
 : 1760, 1569
> COCCNC(=O)NC(=O)COC(=O)c1cccn1C
 : 2006, 1450
> Cc1nn(CCCC(=O)NCc2ccc(F)cc2)c(C)c1[N+](=O)[O-]
 : 2013, 1455
> O=C1C2C3C=CC(C4CC34)C2C(=O)N1/N=C/c1cccs1 (stereo not drawn)
 : 1865, 1709
> CC1C/C(=C\c2cccnc2)C(=O)/C(=C/c2cccnc2)C1 (stereo not drawn)
 : 1668, 1652
> CCC(C)C(NC(=O)OC(C)(C)C)C(=O)NC(C)C(N)=O (stereo not drawn)
 : 1803, 1621
> COc1cccc(CC2(CO)CCN(CC3=CC[C@H]4C[C@@H]3C4(C)C)CC2)c1
 : 1879, 1271
